AID2073 = disruptors of CaV2.2 binding to Mint1 – biochemical, HTRF (AID 2073); HTRF protein-protein interaction, Mint1-CaV2.2; higher % means a stronger effect; one-dose inhibition, % at 20 µM; IC50 in µM for titrated hits; 290,000 compounds, 0.19% hits; in the data active = inhibition mostly above about 51%, no sharp cut-off; inconclusive = no clear call, values can overlap the other calls; inactive = mostly below about 53%; note: some results filed as inactive read as strong as hits
NTR1 ag = agonists of NTR1, primary screen, imaging, U2OS cells, beta-arrestin-GFP, high content (AID 493036). NTR1-U2OS beta-arrestin-GFP spot imaging, agonist mode. activation, % at 20 µM. 330,000 compounds, 0.17% hits. P30989;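 active = activation at or above 40% of the spot to cytoplasm intensity ratio, with at least 20 cells analyzed; inconclusive = wells under 20 cells, flagged as cytotoxic or low count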;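 note: 0% = DMSO without peptide and 100% = 100 nM NTR1 peptide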
Target sequence (P30989 whole entry, looked up): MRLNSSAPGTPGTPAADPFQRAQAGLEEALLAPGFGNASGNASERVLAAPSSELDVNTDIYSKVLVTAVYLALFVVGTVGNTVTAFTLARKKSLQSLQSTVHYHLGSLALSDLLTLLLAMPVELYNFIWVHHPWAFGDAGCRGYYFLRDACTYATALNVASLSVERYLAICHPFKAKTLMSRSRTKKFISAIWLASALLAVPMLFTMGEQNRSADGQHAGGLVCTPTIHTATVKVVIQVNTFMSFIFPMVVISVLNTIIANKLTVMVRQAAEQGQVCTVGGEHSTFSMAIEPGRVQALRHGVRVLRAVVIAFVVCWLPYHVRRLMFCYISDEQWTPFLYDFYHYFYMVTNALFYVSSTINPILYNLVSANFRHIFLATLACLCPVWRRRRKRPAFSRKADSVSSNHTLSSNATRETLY
K1F lysis inhibition = inhibition of K1F phage lysis, E. coli UTI89, bacterial capsule biogenesis inhibitors, alamar blue (AID 488966); 340,000 compounds, 0.02% hits; inhibition, % at 100 µM, or IC50 in µM where a hit was titrated; E. coli UTI89 K1F phage lysis, alamar blue, 2 h; higher % means a stronger effect;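 active = phage lysis inhibition, versus mean bacterial control, above a set limit; inconclusive = no clear call, values can overlap the other calls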;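 note: capsule biogenesis inhibitors block K1F phage lysis so surviving cells raise fluorescence; higher fluorescence means more inhibition of phage lysis; actives were called in the ten point dose series up to 300 µM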
NS5 inhibitors = Dengue-2 NS5 methyltransferase inhibitors, primary screen, biochemical, confirmation dose response (AID 588689); one-dose inhibition, % at 25 µM; IC50 in µM for titrated hits; 340,000 compounds, 0.3% hits; Dengue-2 NS5 methyltransferase capping enzyme assay, biochemical; higher % means a stronger effect; in the data active = a potency from the dose series; inconclusive = inhibition above about 29% without an active follow-up result
GPR55 beta-arrestin = selective activators of receptor GPR55 – imaging, U2OS cells, beta-arrestin-GFP redistribution, primary screen (AID 1961); U2OS GPR55 beta-arrestin-GFP redistribution imaging; higher % means a stronger effect; one-dose activation, % at 10 µM; EC50 in µM for titrated hits; 290,000 compounds, 0.048% hits;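 active = activation above 40% with more than 50 cells counted in the well; inconclusive = wells holding fewer than 50 cells, flagged as toxic or sparse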;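 note: U2OS osteosarcoma cells stably expressing GPR55 and beta-arrestin-GFP; plate controls were DMSO negative control for no effect and LPI positive control for full effect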
GPR35 arrestin U2OS = inhibition of zaprinast-stimulated GPR35 beta-arrestin translocation – imaging, U2OS, beta-arrestin-GFP, zaprinast agonist, primary screen (AID 2058); U2OS GPR35 beta-arrestin-GFP translocation imaging, zaprinast antagonism; higher % means a stronger effect; inhibition, % at 10 µM, or IC50 in µM where a hit was titrated; 290,000 compounds, 0.052% hits;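 active = inhibition of at least 50% with at least 30 cells and total cytoplasm GFP at most 10,000,000; inconclusive = under 30 cells or total GFP of 10,000,000 plus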
HIV peptide binding = cell-free HIV fusion peptide-binding blockers – biochemical, uHTS, fluorescence dequenching, primary screen (AID 1986). cell-free peptide binding, fluorescence dequenching, 30 min; higher % means a stronger effect. one-dose inhibition, % at 20 µM; IC50 in µM for titrated hits. 290,000 compounds, 0.3% hits; in the data active = inhibition mostly above about 52%, no sharp cut-off; inactive = mostly below about 76%; note: some results filed as inactive read as strong as hits
GPR55 antagonists = GPR55 antagonists blocking LPI-driven arrestin recruitment, primary screen, imaging, U2OS, beta-arrestin-GFP, LPI agonist (AID 2013) | U2OS GPR55 beta-arrestin-GFP translocation imaging, LPI antagonism; higher % means a stronger effect | one-dose inhibition, % at 10 µM; IC50 in µM for titrated hits | 290,000 compounds, 0.13% hits;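 active = spots per cell inhibited over 60%, with over 100 cells counted and total cytoplasm intensity under 500,000; inconclusive = wells with under 100 cells, flagged as likely toxic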;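 note: U2OS cells stably carrying GPR55 and arrestin-GFP stimulated by 5 µM LPI near EC80; imaged beta-arrestin-GFP aggregate spots per cell after agonist stimulation; plate controls were LPI-stimulated DMSO wells for no effect and DMSO wells without LPI for full effect; some results filed as inactive read as strong as hits; confirmed hits need IC50 under 10 µM and bright autofluorescent wells are also inconclusive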
SIAH1 antagonists = blockers of Siah-1 interaction with plectin peptide – biochemical, fluorescence polarization, rhodamine-plectin, uHTS, primary screen (AID 1817); Siah-1 / rhodamine-plectin peptide fluorescence polarization; higher % means a stronger effect; one-dose displacement, % at 20 µM; IC50 in µM for titrated hits; 290,000 compounds, 0.02% hits;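 active = displacement of at least 50% at 20 µM, with a fluorescence ratio check between 0.3 and a set limit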;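 note: plate controls were Siah plus tracer with DMSO for no effect and tracer alone without Siah for full effect; strong numbers were not always called active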
NTR1 ag cell count 20 µM = also measured in NTR1 ag; calls as there; cell count; measured here: cell count, cytotoxicity flag
NS5 inhibitors pilot replicate = recorded beside NS5 inhibitors, whose call it bears; inhibition, %; measured here: pilot screen replicate inhibition
Numbers without * were called inactive; [ ] = dose if it differs, or a comment.

Results for CCc1nnc(NC(=O)CN2C(=O)/C(=C/c3cc(OC)c(OC)c(OC)c3)SC2=S)s1 ?
AID2073: inconclusive; NTR1 ag: 1.9; K1F lysis inhibition: 1.2%[50 µM]; NS5 inhibitors: 3.2%; GPR55 beta-arrestin: -0.2%; GPR35 arrestin U2OS: 22.6%; HIV peptide binding: 14.8%; GPR55 antagonists: 4.9%; SIAH1 antagonists: -4.4%; NTR1 ag cell count 20 µM: 56

Results for COc1cccc(C(=O)Cn2c(N3CCCCC3)nc3c2c(=O)n(C)c(=O)n3C)c1 ?
AID2073: 1.0%; NTR1 ag: 4.8; K1F lysis inhibition: 0.2%; NS5 inhibitors: -4.1%; GPR55 beta-arrestin: -0.2%; GPR35 arrestin U2OS: -11.8%; HIV peptide binding: -2.9%; GPR55 antagonists: -5.3%; SIAH1 antagonists: -1.3%; NTR1 ag cell count 20 µM: 66

What do the screens show for `CSc1nc(C)c(C(=O)Nc2ccccc2)c(-c2ccco2)c1C#N`?
AID2073: 9.0%; NTR1 ag: 3.9; K1F lysis inhibition: 0.5%; NS5 inhibitors: 1.6%; GPR55 beta-arrestin: -0.1%; GPR35 arrestin U2OS: -0.6%; HIV peptide binding: -1.0%; GPR55 antagonists: -2.7%; SIAH1 antagonists: -2.6%; NTR1 ag cell count 20 µM: 47

What do the screens show for `COc1ccc(-c2noc(CN(C)Cc3ccc(C)o3)n2)cc1`?
AID2073: -12.2%; NTR1 ag: 2.1; K1F lysis inhibition: 0.9%[50 µM]; NS5 inhibitors: -6.2%; GPR55 beta-arrestin: -0.2%; GPR35 arrestin U2OS: -7.7%; HIV peptide binding: 1.3%; GPR55 antagonists: 17.0%; SIAH1 antagonists: 4.2%; NTR1 ag cell count 20 µM: 42

What do the screens show for `CCCn1nnc(NC(=O)c2ccc(F)cc2)n1`?
AID2073: -8.0%; NTR1 ag: -0.7; K1F lysis inhibition: 6.0%; NS5 inhibitors: -2.8%; GPR55 beta-arrestin: -0.1%; GPR35 arrestin U2OS: 11.5%; HIV peptide binding: 1.1%; GPR55 antagonists: -15.0%; SIAH1 antagonists: 1.2%; NTR1 ag cell count 20 µM: 57

Results for COc1cc(CCC(=O)O)on1 ?
AID2073: 11.7%; NTR1 ag: 0.2; K1F lysis inhibition: -0.1%; NS5 inhibitors: -2.6%; GPR55 beta-arrestin: 0.7%; GPR35 arrestin U2OS: 4.7%; HIV peptide binding: 0.6%; GPR55 antagonists: 5.1%; SIAH1 antagonists: 0.1%; NTR1 ag cell count 20 µM: 97

Results for COc1ccc(-c2cc3c(nn2)-c2ccccc2C3=O)cc1 ?
AID2073: 20.3%; NTR1 ag: -0.1; K1F lysis inhibition: -0.3%; NS5 inhibitors: -3.0%; GPR55 beta-arrestin: 0.1%; GPR35 arrestin U2OS: -3.1%; HIV peptide binding: 1.2%; GPR55 antagonists: 4.5%; SIAH1 antagonists: -7.8%; NTR1 ag cell count 20 µM: 67

What do the screens show for `COc1ccc(C(=O)c2ccc(OC)c(N)c2)cc1N`?
AID2073: -3.6%; NTR1 ag: 1.7; K1F lysis inhibition: 0.6%; NS5 inhibitors: -0.7%; GPR55 beta-arrestin: -0.4%; GPR35 arrestin U2OS: -0.3%; HIV peptide binding: -3.3%; GPR55 antagonists: -8.5%; SIAH1 antagonists: -5.4%; NTR1 ag cell count 20 µM: 76; NS5 inhibitors pilot replicate: -0.6

How did Nc1[nH]c(N=NC(=O)c2ccc(Cl)cc2)c2ccccc12 do in these assays?
AID2073: -3.8%; NTR1 ag: -0.4; K1F lysis inhibition: 1.5%; NS5 inhibitors: -4.3%; GPR55 beta-arrestin: 0.5%; GPR35 arrestin U2OS: 0.4%; HIV peptide binding: -3.5%; GPR55 antagonists: -7.6%; SIAH1 antagonists: -1.4%; NTR1 ag cell count 20 µM: 65

How did C=CCNCC(=O)N1N=C(c2ccc3ccccc3c2)CC1c1ccc(OC)cc1 (stereo unspecified) do in these assays?
AID2073: 5.7%; NTR1 ag: 19.3; K1F lysis inhibition: -0.4%; NS5 inhibitors: -9.4%; GPR55 beta-arrestin: 0.1%; GPR35 arrestin U2OS: -8.7%; HIV peptide binding: 2.0%; GPR55 antagonists: 18.2%; SIAH1 antagonists: -4.0%; NTR1 ag cell count 20 µM: 21

Results for CC1CC1C(=O)Nc1cc(C(F)(F)F)ccc1N1CCOCC1 (stereo unspecified) ?
AID2073: 12.0%; NTR1 ag: -0.8; K1F lysis inhibition: 0.0%; NS5 inhibitors: -7.1%; GPR55 beta-arrestin: 0.0%; GPR35 arrestin U2OS: 2.1%; HIV peptide binding: 0.0%; GPR55 antagonists: -5.8%; SIAH1 antagonists: -3.1%; NTR1 ag cell count 20 µM: 49

Results for O=C(NCCCC(=O)N1CCOCC1)c1cccnc1 ?
AID2073: -7.6%; NTR1 ag: 0.0; K1F lysis inhibition: 0.1%; NS5 inhibitors: 0.0%; GPR55 beta-arrestin: -0.2%; GPR35 arrestin U2OS: -6.6%; HIV peptide binding: -1.3%; GPR55 antagonists: 3.6%; SIAH1 antagonists: -2.3%; NTR1 ag cell count 20 µM: 43

What do the screens show for `Cc1cc(C(=O)OCC(=O)N2CCN(C(=O)c3ccco3)CC2)c(C)n1-c1ccc(F)cc1`?
AID2073: -4.3%; NTR1 ag: 0.2; K1F lysis inhibition: 0.7%; NS5 inhibitors: -3.1%; GPR55 beta-arrestin: -0.2%; GPR35 arrestin U2OS: 7.6%; HIV peptide binding: 0.5%; GPR55 antagonists: 9.4%; SIAH1 antagonists: 2.9%; NTR1 ag cell count 20 µM: 74

What do the screens show for `O=C1NN(c2ccccc2)C(=O)/C1=C/c1ccc(-c2ccc(Cl)c(C(=O)O)c2)o1`?
AID2073: -10.0%; K1F lysis inhibition: 0.0%; NS5 inhibitors: 32.2µM*; GPR55 beta-arrestin: 0.6%; GPR35 arrestin U2OS: -23.5%; HIV peptide binding: 34.7%; GPR55 antagonists: -0.7%; SIAH1 antagonists: 9.0%

Results for O=C(NCc1n[nH]c(=S)n1-c1ccc(Br)cc1)c1ccc(S(=O)(=O)N2CCOCC2)cc1 ?
AID2073: 20.2%; NTR1 ag: 2.1; K1F lysis inhibition: 0.3%; NS5 inhibitors: 18.3%; GPR55 beta-arrestin: -0.6%; GPR35 arrestin U2OS: 10.1%; HIV peptide binding: -2.9%; GPR55 antagonists: 0.0%; SIAH1 antagonists: -5.6%; NTR1 ag cell count 20 µM: 86

Results for CSc1nnc(Cc2cc(=O)[nH]c(=O)[nH]2)n1-c1cccc(C)c1 ?
AID2073: 4.4%; NTR1 ag: 0.7; K1F lysis inhibition: 1.1%; NS5 inhibitors: 8.2%; GPR55 beta-arrestin: -0.1%; GPR35 arrestin U2OS: 4.0%; HIV peptide binding: -1.6%; GPR55 antagonists: 10.6%; SIAH1 antagonists: 3.1%; NTR1 ag cell count 20 µM: 83

How did CC(O)c1c(OCc2ccccc2)ncnc1OCc1ccccc1 (stereo unspecified) do in these assays?
AID2073: 3.9%; NTR1 ag: -1.2; K1F lysis inhibition: -0.3%; NS5 inhibitors: -1.7%; GPR55 beta-arrestin: 0.1%; GPR35 arrestin U2OS: -2.7%; HIV peptide binding: -0.6%; GPR55 antagonists: -10.4%; SIAH1 antagonists: -1.6%; NTR1 ag cell count 20 µM: 41

Results for O=C(c1cc(Cl)ccc1[N+](=O)[O-])N1CCc2ccccc2C1 ?
AID2073: -4.3%; NTR1 ag: 0.5; K1F lysis inhibition: 7.6%; NS5 inhibitors: 0.7%; GPR55 beta-arrestin: 0.0%; GPR35 arrestin U2OS: 2.9%; HIV peptide binding: -0.8%; GPR55 antagonists: 12.8%; SIAH1 antagonists: -2.6%; NTR1 ag cell count 20 µM: 41

Results for CC(CC(=O)O)CC(=O)Nc1ccc(S(N)(=O)=O)cc1 (stereo unspecified) ?
AID2073: -8.1%; NTR1 ag: -0.3; K1F lysis inhibition: 0.3%; NS5 inhibitors: 4.3%; GPR55 beta-arrestin: -0.1%; GPR35 arrestin U2OS: 19.7%; HIV peptide binding: -1.1%; GPR55 antagonists: 11.7%; SIAH1 antagonists: -2.8%; NTR1 ag cell count 20 µM: 41

What do the screens show for `Cc1cc(-c2cc(C(=O)O)c3ccccc3n2)c(C)s1`?
AID2073: 9.2%; NTR1 ag: 1.5; K1F lysis inhibition: 1.6%; NS5 inhibitors: -10.1%; GPR55 beta-arrestin: 0.2%; GPR35 arrestin U2OS: -22.2%; HIV peptide binding: 1.0%; GPR55 antagonists: 0.9%; SIAH1 antagonists: 0.2%; NTR1 ag cell count 20 µM: 49

Results for CCN(CC)c1nc2c(c(=O)[nH]c(=O)n2C)n1CCCc1ccccc1 ?
AID2073: 2.7%; NTR1 ag: 2.4; K1F lysis inhibition: 0.0%; NS5 inhibitors: -1.2%; GPR55 beta-arrestin: -0.1%; GPR35 arrestin U2OS: 3.4%; HIV peptide binding: 0.1%; GPR55 antagonists: -10.2%; SIAH1 antagonists: 11.0%; NTR1 ag cell count 20 µM: 115

How did Cc1cc(C)c(NC(=O)C2CSCCS2)c(C)c1 (stereo unspecified) do in these assays?
AID2073: -4.1%; NTR1 ag: -1.2; K1F lysis inhibition: 0.5%; NS5 inhibitors: -5.6%; GPR55 beta-arrestin: -0.1%; GPR35 arrestin U2OS: -0.9%; HIV peptide binding: -1.3%; GPR55 antagonists: 0.6%; SIAH1 antagonists: -1.9%; NTR1 ag cell count 20 µM: 87

Results for Cc1ccc(C=C2C(=O)c3ccccc3C2=O)s1 ?
AID2073: 8.4%; NTR1 ag: -1.8; K1F lysis inhibition: -0.1%; NS5 inhibitors: 7.8%; GPR55 beta-arrestin: 0.0%; GPR35 arrestin U2OS: 11.4%; HIV peptide binding: 1.7%; GPR55 antagonists: 0.0%; SIAH1 antagonists: -6.7%; NTR1 ag cell count 20 µM: 98

What do the screens show for `COc1ccc(NC(=O)CN(C)C(=O)c2cc3c(s2)CCCCC3)cc1`?
AID2073: 10.8%; NTR1 ag: -0.4; K1F lysis inhibition: -0.1%[50 µM]; NS5 inhibitors: -5.9%; GPR55 beta-arrestin: -0.1%; GPR35 arrestin U2OS: 0.9%; HIV peptide binding: 1.5%; GPR55 antagonists: -1.6%; SIAH1 antagonists: 2.0%; NTR1 ag cell count 20 µM: 47

What do the screens show for `Brc1ccc(/C=N/Nc2ccc3ccccc3n2)cc1`?
AID2073: 16.5%; NTR1 ag: 15.1; K1F lysis inhibition: -3.2%; NS5 inhibitors: -2.8%; GPR55 beta-arrestin: -0.1%; GPR35 arrestin U2OS: -7.9%; HIV peptide binding: -2.7%; GPR55 antagonists: -2.4%; SIAH1 antagonists: 1.3%; NTR1 ag cell count 20 µM: 41

Source: PubChem BioAssay (several laboratories)
